# Bioassay records from PubChem.
# aSyn tox rescue – alpha-synuclein toxicity suppression in yeast. S. cerevisiae alpha-synuclein toxicity rescue, BacTiter-Glo growth, 24 h. Potency, µM (top dose mostly 46.1 µM), inactives show at the highest dose growth rescue (activation), most hits filed as activators. 94,000 tested, 0.02% active. AID 1347070; active = well fitted activation curve with a large enough effect; inconclusive = small, poorly fitted or top-dose-only effect; note: 0% is about no effect
#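 Growth restoration measured by BacTiter-Glo luminescence after 24 hr at 30 deg C; alpha-synuclein yeast, raffinose-pregrown to mid-log, were added at OD600=0.02 in galactose medium onto pinned compounds.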
# * = called active by the depositor; ? = inconclusive; [ ] = another dose, or the depositor's remark. Potency is the fitted concentration of half-maximal effect. Not all compounds are listed (hit frequency here may not be typical).
canonical_smiles	aSyn tox rescue
Cc1ccc(C)c(Cn2c(CN(C)Cc3ccccc3)nc3c2c(=O)n(C)c(=O)n3C)c1	-7.1%
O=C(NCc1ccccn1)C1CCN(C2CCN(Cc3cccc(F)c3)CC2)CC1	-1.2%
C=CCSc1nc2ccsc2c(=O)n1-c1ccccc1	7.6%
CC(=O)c1cccc(NC(=O)c2cc3nc(-c4ccc(Br)cc4)cc(C(F)(F)F)n3n2)c1	1.9%
Cc1ccc(C)c(NC(=O)CCCN2C(=O)COc3ccc(C)cc32)c1	-6.9%
Cc1cc2oc3c(c(=O)c2cc1C)C1(C(=O)N(C)c2ccccc21)N(CCO)C3=O (stereo not given)	-2.1%
Cc1ccccc1NC(=S)N(Cc1cccnc1)Cc1ccco1	3.7%
Cc1ccc(S(=O)(=O)N2C[C@H]3n4c(=O)ccc(=O)n4C[C@H](OC(=O)Nc4cccs4)[C@@]3(O)C2)cc1	5.4%

# Additional structures.
canonical_smiles	aSyn tox rescue
Nn1c(SCC(=O)NCC2CCCO2)nnc1-c1cc(Cl)ccc1Cl (stereo not given)	0.0%
CCNc1nc2c(c(=O)n(C)c(=O)n2C)n1CC(O)COc1ccccc1 (stereo not given)	-8.1%
Cc1ccc(C(=O)c2cn(CC(=O)Nc3ccc(C(C)C)cc3)c3nc(C)ccc3c2=O)cc1	3.7%
CCOC(=O)N1CCN(Cc2c(NC(=O)c3ccco3)sc(C)c2C)CC1	3.8%
O=C(CSc1nc(=O)n(Cc2ccco2)c2c1CCC2)NCc1ccccc1Cl	6.3%
Cc1ccc(-c2nc(CS(=O)CC(=O)NCCN3CCOCC3)c(C)o2)cc1 (stereo not given)	-2.3%
CCOc1ccccc1NC(=O)Nc1nnc(N(C)Cc2ccccc2)s1	-7.3%
CC(C)c1cnc2c(c1SCC(=O)NC(C)(C)C)c(=O)n(C)c(=O)n2C	2.8%

# Next section
canonical_smiles	aSyn tox rescue
Cc1ccc(S(=O)(=O)Nc2ccc(N(C)C)cc2)cc1	2.5%
O=C(CSc1nc2ccccc2n1Cc1cccc(F)c1)N1CCN(c2ccc(F)cc2)CC1	6.1%
Cc1ccc(CN2CCC[C@]3(N[C@H](c4ccc(C)cc4)[C@@H]4C(=O)N(C)C(=O)[C@@H]43)C2=O)cc1	-5.4%
CC1CCCN(S(=O)(=O)c2ccc(Cl)s2)C1 (stereo not given)	1.2%
OC(CNCc1cccc(Br)c1)c1ccccc1 (stereo not given)	-1.6%
CCCC12CN3CC(CCC)(CN(C1)C3c1ccco1)C2=O (stereo not given)	-7.0%
Cc1ccc(-c2nc3c4ccccc4n(CC(=O)NCc4ccc(F)cc4)c(=O)n3n2)cc1	-14.8%
CN(c1nnc(NC(=O)Nc2ccccc2C(F)(F)F)s1)C1CCCCC1	-2.8%

# Next structures
canonical_smiles	aSyn tox rescue
Cc1cc(=O)c(C(=O)OC(C)C(=O)NC(N)=O)nn1-c1ccc(Cl)cc1 (stereo not given)	1.7%
O=C(Cn1c(=O)n(-c2ccccc2)c(=O)c2sc3ccccc3c21)NC1CCCC1	-14.2%
O=C(NCCCN1CCN(c2ccc(F)cc2)CC1)c1cc2c(s1)-c1ccccc1OC2	-46.9%[inhibitor]
CCc1cc2ccc(C)cc2nc1SCC(=O)Nc1cc(OC)c(OC)cc1C(=O)O	8.2%
CCCNC(=O)c1cnc2sc(N3CCCCCC3)nn2c1=O	-7.7%
COc1ccc(-c2cc(C(F)(F)F)nc(SCC(=O)N(C)Cc3ccccc3)n2)cc1OC	5.0%
Cc1ccc(C(=O)Nc2ccc(Nc3ccccc3)cc2)cc1C	-1.8%
CCc1nnc(NC(=O)c2n[nH]c(=O)c3ccccc23)s1	-7.9%

# The list goes on.
canonical_smiles	aSyn tox rescue
CC(=O)C1=C(O)C(=O)N(c2ccc(Br)cc2)C1c1ccc([N+](=O)[O-])cc1 (stereo not given)	-0.1%
CC1=C(C(=O)NCc2ccccc2Cl)C2(CCCCCC2)OC1=O	-0.3%
CCOc1ccc(CCNC(=O)CN2N=C(c3ccccc3)CCC2=O)cc1OCC	3.8%
CCOC(=O)c1ccc(N=c2sc(C(=O)OC)cc(=O)n2Cc2ccco2)cc1	-4.9%
Cc1cccc(CSc2nc3c(c(=O)[nH]2)C(c2cccc(O)c2)CC(=O)N3)c1 (stereo not given)	-8.5%
CCOc1ccc(CCNC(=O)c2cnc3c(-c4ccccc4)c(C)nn3c2C)cc1OCC	2.0%
CCOC(=O)N1CCC(N2Cc3cccc(C(=O)N4CCN(C5CCCCC5)CC4)c3C2=O)CC1	5.5%
CC12CCC(C/C1=N\OC(=O)c1c(F)cccc1F)C2(C)C (stereo not given)	-0.5%

# Additional records
canonical_smiles	aSyn tox rescue
Fc1ccc(-c2cc(-c3ccccc3)c3c(n2)-c2ccccc2OC3)cc1	6.8%
COc1cc(NC(=O)Cn2nnnc2-c2ccccc2F)cc(OC)c1OC	5.5%
COc1ccc(CNc2nc(-c3ccc(Cl)cc3)nn2S(=O)(=O)c2ccc(C)cc2)cc1	5.1%
CCc1ccc(OCCSc2nc3ccccc3n2CC(=O)N2CCCCC2)cc1	7.1%
O=c1cc(CSc2ncn[nH]2)[nH]c2c(Cl)cccc12	-3.3%
O=C(CCn1c(=O)oc2ccccc21)NCCCN1CCOCC1	1.5%
Cc1ccnc(NC(=O)CCC(=O)N(Cc2ccco2)C(C(=O)NC(C)C)c2ccc(F)cc2)c1 (stereo not given)	-2.7%
CCc1noc(C)c1C(=O)Nc1nc(-c2ccc(NC(C)=O)cc2)cs1	5.8%

# (more compounds)
canonical_smiles	aSyn tox rescue
Cn1c(C(=O)NCc2cccs2)cc2c(=O)n(C)c3ccccc3c21	-6.7%
N#CCSc1nnc(-c2ccc3c(c2)OCO3)o1	5.2%
COc1cc(/C=N/NC(=O)C[n+]2ccccc2)cc(OC)c1OC(C)=O	-0.6%
O=C(NCCC1=CCCCC1)c1ccc2c(c1)N(Cc1ccc(Cl)cc1)C(=O)c1ccccc1S2(=O)=O	6.1%
O=C(O)CSc1nnc(COc2cccc3cccnc23)n1-c1ccc(Cl)cc1	-1.2%
CC(CCn1cccn1)NC(=O)c1cc(COc2ccc(F)cc2F)on1 (stereo not given)	-0.5%
COCC(C)NC(=O)c1cc2c(=O)n3cccc(C)c3nc2s1 (stereo not given)	-5.4%
CC(C)NC(=O)CC1C(=O)NCCN1CC(c1ccccc1)c1ccccc1 (stereo not given)	1.5%

# Taken from the results shown for reference:
canonical_smiles	aSyn tox rescue
CC(CCn1cccn1)NC(=O)c1cc(COc2ccc(F)cc2F)on1 (stereo not given)	-0.5%
COCC(C)NC(=O)c1cc2c(=O)n3cccc(C)c3nc2s1 (stereo not given)	-5.4%
CC(C)NC(=O)CC1C(=O)NCCN1CC(c1ccccc1)c1ccccc1 (stereo not given)	1.5%

# Additional structures follow.
canonical_smiles	aSyn tox rescue
CCOC(=O)c1ccc(N/N=C/c2cc(Br)cc([N+](=O)[O-])c2O)cc1	-5.0%
O=C(CCCN1C(=O)NC2(CCCC2)C1=O)Nc1cccc(S(=O)(=O)N2CCOCC2)c1	-4.3%
CCCCCC(=O)OCc1ccc(C2=CC(=O)CC(C)(C)C2=O)cc1	-9.3%
O=C(CN(C(=O)Cn1nnc(-c2ccc(F)cc2)n1)c1ccc(F)cc1)NC1CCCC1	-1.0%
O=C(CCn1cccn1)NCc1ccc(Cl)cc1	29.7%
CCN(CC)CC(=O)Nc1sc2c(c1C(=O)c1ccccc1C)CCC2	4.0%
CC1CCN(C(=O)COC(=O)CSc2ccc(C(N)=O)cc2[N+](=O)[O-])CC1	-7.0%
CC(=O)c1ccc(C(=O)N(Cc2cccnc2)c2nc3c(Cl)cccc3s2)cc1	12.6%

# (more compounds)
canonical_smiles	aSyn tox rescue
CCCCc1ccc(NC(=O)CSc2nc(=O)n3cc(C)ccc3n2)cc1	3.0%
CCn1c(=O)c2c(nc(SCC(=O)N3CCC(C)CC3)n2C)n(C)c1=O	-1.6%
CC(C)(C)c1n[nH]c2c1CCCC2	11.6%
CCCOc1ccc(C(=O)OCCN2CCCCC2)c(O)c1	-10.9%
CCCOc1ccc(-c2nc3c(c(=O)[nH]c(=O)n3Cc3ccccc3)n2CCO)cc1OCC	3.5%
COc1ccc(/C=C/C(=O)c2ccc3ccccc3c2O)cc1CN1CCOCC1	18.7%
CC(=O)N1CCCc2cc(S(=O)(=O)N3CCCC(C(=O)NCc4ccc(C)cc4)C3)ccc21 (stereo not given)	4.8%
Cc1cc(N/N=C/c2ccc(O)cc2O)nc(N2CCOCC2)n1	-8.0%

# Ordered by count of non-hydrogen atoms (low to high): 3 of the compounds above.
canonical_smiles	aSyn tox rescue
CC1CCCN(S(=O)(=O)c2ccc(Cl)s2)C1 (stereo not given)	1.2%
Cc1cc(=O)c(C(=O)OC(C)C(=O)NC(N)=O)nn1-c1ccc(Cl)cc1 (stereo not given)	1.7%
CCCCc1ccc(NC(=O)CSc2nc(=O)n3cc(C)ccc3n2)cc1	3.0%

# Next section
canonical_smiles	aSyn tox rescue
CCCCc1ccc(NC(=O)CN2C(=O)NC(Cc3ccccc3)C2=O)cc1 (stereo not given)	3.4%
COc1ccc2c(c1)NC(c1ccc(F)cc1)=NC(c1ccc(F)cc1)=N2	-35.8%[inhibitor]
CCOC(=O)C1CCCN(C(=O)Cn2ncc3c(C)n(Cc4ccc(Cl)cc4)c(C)c3c2=O)C1 (stereo not given)	9.3%
Cc1cc(F)ccc1S(=O)(=O)N1CCC2(CC1)OCCN2S(=O)(=O)c1cccs1	14.9%
Cc1ccc([C@H]2C[C@@H](O)[C@H](n3cc(COC(=O)c4ccccc4)nn3)CN2CC2CCCCC2)cc1	-8.0%
O=C(OCC(=O)N1CCOCC1)c1cccc(F)c1	3.3%
COc1ccc(CCNC(=O)CCCCn2c(=O)c3ccccc3n(Cc3ccccc3)c2=O)cc1OC	7.5%
O=C(Nc1ccc(Br)cc1)c1cccc(OC(=S)N2CCOCC2)c1	14.4%

# Going on with the list:
canonical_smiles	aSyn tox rescue
Cc1ccc(C)c(Cn2c(=O)n(-c3ccc(Cl)cc3)c(=O)c3c(C)c(C)sc32)c1	-3.3%
COc1ccc(NC(=O)c2cn3c4c(ccc(Cl)c4c2=O)OC(C)C3)cc1OC (stereo not given)	-6.7%
Fc1ccc(NCc2nnc3n2CCCCC3)cc1Cl	5.2%
COC(=O)c1cc(COC(=O)COc2ccc(C)c(C)c2)oc1C	0.1%
O=c1oc2c3c(ccc2c2ccccc12)OCN(Cc1ccccc1Cl)C3	3.1%
CCOc1ccccc1NC(=O)CSc1cc(=O)n(CC)c2ccccc12	6.8%
Cc1ccc(CS(=O)Cc2ccc(C(=O)N3CCN(c4cccc(C)c4C)CC3)o2)cc1 (stereo not given)	?
O=c1[nH]c(/C=C/c2cccnc2)c([N+](=O)[O-])c(=O)[nH]1	1.7%

# More records.
canonical_smiles	aSyn tox rescue
O=S(=O)(NCCc1csc2nc(-c3ccccc3)nn12)c1ccc(Cl)s1	2.6%
Cc1ccc(CNC(=O)c2cc(S(=O)(=O)N3CCCCCC3)cn2C)cc1	1.2%
Cc1ccc(N=N/C(=C\O)C(=O)c2ccc(Cl)cc2)cc1	-49.5%[inhibitor]
Cc1ccc(NC(=O)C(=O)NCC2CCCN2S(=O)(=O)c2cccs2)cc1C (stereo not given)	-10.7%
O=C(c1ccc([N+](=O)[O-])o1)N1CCN(c2nc3ccc(F)cc3s2)CC1	-5.9%
Cc1cc(C)c(S(=O)(=O)N2CCOC23CCN(S(C)(=O)=O)CC3)c(C)c1	6.6%
COc1ccc(OC)c(-c2csc(NC(=O)C3=COCCO3)n2)c1	-1.7%
COc1ccc(N2CCN(C(=O)c3cccn3-c3nnc(N4CCCC4)s3)CC2)cc1	-1.1%

# Next section, overlapping the part above by four compounds.
canonical_smiles	aSyn tox rescue
O=C(c1ccc([N+](=O)[O-])o1)N1CCN(c2nc3ccc(F)cc3s2)CC1	-5.9%
Cc1cc(C)c(S(=O)(=O)N2CCOC23CCN(S(C)(=O)=O)CC3)c(C)c1	6.6%
COc1ccc(OC)c(-c2csc(NC(=O)C3=COCCO3)n2)c1	-1.7%
COc1ccc(N2CCN(C(=O)c3cccn3-c3nnc(N4CCCC4)s3)CC2)cc1	-1.1%
O=C(COC(=O)c1ccc(NS(=O)(=O)c2cccs2)cc1O)Nc1ccc(F)cc1	6.9%
Cc1cc(C)cc(NC(=O)COCc2cc(-c3ccc4c(c3)OCO4)on2)c1	-2.0%
COc1cccc(/C=C2\SC(=S)NC2=O)c1OS(=O)(=O)c1ccc(NC(C)=O)cc1	-4.5%
O=C(NCC(c1ccc(Cl)cc1)N1CCCCC1)c1ccccc1F (stereo not given)	0.0%
CCOc1ccc(NC(=O)CN(C)C(=O)c2cn(-c3ccc(F)cc3)nc2-c2cccc(OC)c2)cc1OCC	-7.1%
CN1CCN(c2nc(-c3cccs3)cs2)CC1	1.2%
COc1ccc(NC(=O)CCNS(=O)(=O)c2ccc3c(c2)CCN3C(=O)C2CC2)cc1Cl	23.6%
C=CCNCCCCOc1ccccc1-c1ccccc1	9.0%

# More structures follow:
canonical_smiles	aSyn tox rescue
O=C(CN1Cc2ccccc2C1=O)Nc1cc(F)ccc1F	5.3%
Cc1cccc(NC(=O)c2cc3c(C)nn(-c4ccccc4)c3s2)c1	-13.9%
O=C1C=C(Nc2ccccc2)C(=O)c2ccccc21	-0.1%
CCc1cc(CNC(=O)CC2C(=O)NCCN2Cc2ccccc2C(F)(F)F)on1 (stereo not given)	-2.2%
O=C(NCc1nnnn1-c1ccc(F)cc1)c1cc2ccccc2o1	-2.3%
COc1ccc(S(=O)(=O)c2cn(C)c3cc(N4CCCCC4)c(F)cc3c2=O)cc1	4.5%
CC(=O)Nc1ccc(NC(=O)C(NS(=O)(=O)c2ccc(Br)s2)c2ccccc2)cc1 (stereo not given)	6.1%
CN1C(=O)C(C)(C)c2cc(S(=O)(=O)N(C)Cc3ccccc3)ccc21	6.3%
CCc1cccc2c(C(=O)C(NC(C)CC)c3ccccc3)c[nH]c12 (stereo not given)	4.4%
